Compound activity deposited in PubChem by several laboratories.
APP 5UTR inh: APP translation inhibition; SH-SY5Y APP 5'UTR-luciferase reporter, luminescence; inhibition, % at 2 µM; actives 0.82% (n = 190,000); AID 1285;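 active means inhibition above a set limit, derived from the sample mean plus 3 SD, cut at about 45% in these data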; further: values of inactives mirror those of a sister screen read the other way
G6PDH counter: inhibits Leuconostoc G6PDH, flagging false hits in G6PDH-based assays | Purified L. mesenteroides G6PDH, diaphorase/resazurin coupled fluorescence, 45 min | inhibition, % at 5 µM | actives 0.12% (n = 200,000); in the data active means inhibition above about 50%
STAT1 inh: inhibitors of IFN-gamma induced STAT1 signaling. NIH 3T3 STAT1-luciferase reporter, luminescence. inhibition, % at 5.5 µM. actives 0.35% (n = 200,000);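 active means inhibition above a set limit, the mean inhibition across all tested compounds plus 3 SD, cut at about 34% in these data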;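 further: 0% = IFN-gamma with DMSO and 100% = IFN-gamma with 300 µM nifuroxazide; values of inactives mirror those of a sister screen read the other way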
TLR4-MyD88 BLA: TLR4-MyD88 interaction inhibition in cells | O00206+Q99836 | HeLa CL3-4 TLR4/MyD88 BLA complementation, FRET ratio | inhibition, % at 8.4 µM | actives 0.18% (n = 200,000) | AID 861; in the data active means inhibition above about 25%;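 further: 0% = vehicle and 100% = reference inhibitor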
Target sequence (O00206 whole entry, looked up): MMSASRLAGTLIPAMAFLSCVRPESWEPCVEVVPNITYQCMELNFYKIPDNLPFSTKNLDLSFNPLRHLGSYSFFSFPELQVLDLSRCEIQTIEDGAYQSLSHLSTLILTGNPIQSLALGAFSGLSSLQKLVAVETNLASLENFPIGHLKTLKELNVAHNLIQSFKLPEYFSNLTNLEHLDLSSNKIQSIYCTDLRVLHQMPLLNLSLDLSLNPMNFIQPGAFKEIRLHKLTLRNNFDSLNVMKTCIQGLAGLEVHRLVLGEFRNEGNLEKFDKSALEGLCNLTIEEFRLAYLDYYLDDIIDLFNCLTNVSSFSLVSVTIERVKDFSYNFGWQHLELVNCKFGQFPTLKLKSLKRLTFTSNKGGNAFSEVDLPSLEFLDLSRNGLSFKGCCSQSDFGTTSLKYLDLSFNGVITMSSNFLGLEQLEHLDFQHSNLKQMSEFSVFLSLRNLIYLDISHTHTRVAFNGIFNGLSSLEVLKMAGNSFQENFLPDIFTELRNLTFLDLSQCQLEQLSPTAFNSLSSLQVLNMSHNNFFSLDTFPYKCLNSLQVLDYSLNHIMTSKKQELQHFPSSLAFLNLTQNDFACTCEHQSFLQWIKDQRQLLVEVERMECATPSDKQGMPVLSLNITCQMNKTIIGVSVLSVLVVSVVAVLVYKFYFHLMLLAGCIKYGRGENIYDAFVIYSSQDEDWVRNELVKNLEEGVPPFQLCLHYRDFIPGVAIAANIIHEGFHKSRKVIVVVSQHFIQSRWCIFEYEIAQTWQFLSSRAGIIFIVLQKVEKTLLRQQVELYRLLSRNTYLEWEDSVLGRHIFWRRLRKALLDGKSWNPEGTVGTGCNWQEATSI
Target sequence (Q99836 whole entry, looked up): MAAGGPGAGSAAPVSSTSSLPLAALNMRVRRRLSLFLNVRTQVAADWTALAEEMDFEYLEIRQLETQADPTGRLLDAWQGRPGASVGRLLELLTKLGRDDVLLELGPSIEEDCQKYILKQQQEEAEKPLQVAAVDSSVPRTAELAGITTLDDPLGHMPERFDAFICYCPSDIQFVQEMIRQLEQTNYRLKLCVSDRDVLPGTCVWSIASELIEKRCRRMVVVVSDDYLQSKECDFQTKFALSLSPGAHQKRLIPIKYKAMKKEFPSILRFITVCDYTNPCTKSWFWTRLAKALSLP
STAT3 inh: reduces IL-6 driven STAT3 reporter signal | U3A cells, IL-6 STAT3-luciferase reporter, luminescence; host cell line lacks STAT1 | inhibition, % at 5.5 µM | actives 0.89% (n = 190,000) | AID 862;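 active means inhibition above the mean inhibition across all screened compounds plus 3 SD, cut at about 44% in these data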;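 further: 0% = DMSO only wells and 100% = 100 µM nifuroxazide control wells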
STAT3 act: STAT3 signaling activation. U3A cells, IL-6 STAT3-luciferase reporter, luminescence; 100% = signal with IL-6 EC80 alone. activation (% of control), % at 5.6 µM. actives 0.91% (n = 190,000). AID 871;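 active means activation above the screen-wide mean of compound activation plus 3 SD, cut at about 130% in these data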;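 further: 0% = background luminescence of wells with medium and substrate only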
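Material: human STAT1-deficient U3A cells with stable STAT3-luciferase reporter / Probe or stimulus: IL-6 stimulus at 33 ng/mL final / Schedule: 1 h compound pre-exposure, 6 h IL-6 stimulation, 37 °C / Technique: luminescence / Read-out basis: percent of IL-6-only median luminescence / Control set: IL-6-only high control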
Hsp70 act: transcriptional activators of Hsp70; AID 1203; actives 0.04% (n = 200,000); activation, % at 10 µM; HeLa Hsp70 promoter luciferase reporter, luminescence; scaled: vehicle 0, proteasome-inhibitor control 100%;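 active means activation above the mean across all tested compounds plus 3 SD, cutoff set per campaign, cut at about 5.5% in these data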;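 further: 100% = MG132 at 30 µM as the positive control and 0% = DMSO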
Diaph act CS: counter-screen for diaphorase-based assays: diaphorase activators and chemical reducers; Diaphorase/resazurin coupled assay, resorufin fluorescence, 16 min; hits give high values; 1 = vehicle wells, 0 = NADH-free wells; activation factor at 20 µM; actives 0.005% (n = 190,000); AID 1229;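 active means diaphorase activity raised at least twofold by the compound at 20 µM; inactive means activation factor below 2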
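test system = bacterial diaphorase enzyme (C. kluyveri) | quantity = enzyme 0.07 U/mL final | reagent = NADH substrate 0.114 mM plus resazurin dye 0.1 mM, final | incubation = 16 min enzyme reaction, ambient temperature | buffer or medium = HEPES pH 7.4 buffer with MgCl2 and Tween 20 | signal = fluorescence of resorufin, 544 nm excitation, 590 nm emission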
Diaph inh CS: inhibits diaphorase or chemically oxidizes, flagging diaphorase assay artifacts | diaphorase resazurin-to-resorufin fluorescence, NADH, 16 min; bacterial (C. kluyveri) enzyme, not human | inhibition, % at 20 µM | actives 0.69% (n = 190,000);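 active means primary screen inhibition at 20 µM above a set limit, cut at about 50% in these data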;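 further: plate controls were DMSO with full reaction for no effect and wells lacking NADH for full effect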
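Assay system – diaphorase enzyme from Clostridium kluyveri · Amount – diaphorase 0.14 U/mL (working solution) · Times – reaction incubation of 16 min at room temperature · Controls – No-NADH positive control and DMSO neutral control · Signal – resorufin fluorescence 544/590 nm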
STAT1 activator: STAT1 signaling activation; NIH 3T3 STAT1-luciferase reporter, IFN-gamma, luminescence; 100% = IFN-gamma alone, no compound; activation (% of control), % at 5.5 µM; actives 2.6% (n = 200,000); AID 932;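 active means activation above the screen-wide mean activation plus 3 SD, cut at about 130% in these data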;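 further: raw ratio to IFN-gamma control signal so 100% means no change and 0% no light; values of inactives mirror those of a sister screen read the other way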
* hit, by the source's call. Compounds as they come. Share with any hit: about 6.1%.

Screening CCOC(=O)c1ccc(NC(=O)NCc2ccn(CC)n2)cc1 returned APP 5UTR inh -14, G6PDH counter -1, STAT1 inh -4, TLR4-MyD88 BLA 17, STAT3 inh -3, STAT3 act 105, Hsp70 act 0.8, Diaph act CS 0.9, Diaph inh CS 7 and STAT1 activator 109.
Screening CCOC(=O)C1CCN(CC(=O)c2c(C)[nH]c3cc(C)ccc23)CC1 returned APP 5UTR inh -5, G6PDH counter 2, STAT1 inh 5, TLR4-MyD88 BLA 0, STAT3 inh -35, STAT3 act 132, Hsp70 act -0.3, Diaph act CS 1, Diaph inh CS -1 and STAT1 activator 95.
For COCCn1c(Cc2ccccc2)nnc1SCC(=O)NC(C)C the results were APP 5UTR inh -8, G6PDH counter 5, STAT1 inh 9, TLR4-MyD88 BLA 1, STAT3 inh -4, STAT3 act 105, Hsp70 act 0.1, Diaph act CS 0.9, Diaph inh CS 12 and STAT1 activator 92.
`CCOc1ccccc1C(=O)NC(C(=O)Nc1cccnc1)C(C)C` (configuration not stated) gave APP 5UTR inh 11, G6PDH counter -4, STAT1 inh -3, TLR4-MyD88 BLA 5, STAT3 inh -2, STAT3 act 103, Hsp70 act -0.3, Diaph act CS 0.9, Diaph inh CS 8 and STAT1 activator 100.
Cc1cc(Br)ccc1NC(=O)CCN1C(=O)c2ccncc2C1=O was read as APP 5UTR inh 5, G6PDH counter -16, STAT1 inh 1, TLR4-MyD88 BLA -11, STAT3 inh 10, STAT3 act 96, Hsp70 act -0.5, Diaph act CS 1, Diaph inh CS -3 and STAT1 activator 99.
Screening O=C(Nc1ccc(CN2CCOCC2)cc1)c1cccc(F)c1 returned APP 5UTR inh -76, G6PDH counter -6, STAT1 inh -38, TLR4-MyD88 BLA -9, STAT3 inh -2, STAT3 act 104, Hsp70 act 0.3, Diaph act CS 1, Diaph inh CS 2 and STAT1 activator 133*.
Screening COc1ccccc1NC(=O)c1c(NC(=O)c2ccco2)sc2c1CCC2 returned APP 5UTR inh 8, G6PDH counter 15, STAT1 inh -8, TLR4-MyD88 BLA -5, STAT3 inh 18, STAT3 act 86, Hsp70 act 0.3, Diaph act CS 0.9, Diaph inh CS 13 and STAT1 activator 108.
Screening COc1ccc(CN(C(=O)CSc2nnc(-c3c[nH]c4ccccc34)o2)c2ccc(F)cc2)cc1OC returned APP 5UTR inh -32, G6PDH counter -2, STAT1 inh 4, TLR4-MyD88 BLA 13, STAT3 inh 25, STAT3 act 82, Hsp70 act -0.5, Diaph act CS 0.8, Diaph inh CS 24 and STAT1 activator 104.
CCCNC(=O)OC[C@H]1O[C@H](CCO/N=C/c2ccc(C(=O)N3[C@H](c4ccc(C)cc4)[C@@H](C)CC[C@H]3C(=O)OC)cc2)C=C[C@@H]1Oc1ccc(OC)cc1 was read as APP 5UTR inh -6, G6PDH counter 6, STAT1 inh 5, TLR4-MyD88 BLA 0, STAT3 inh -7, STAT3 act 104, Hsp70 act -0.4, Diaph act CS 0.9, Diaph inh CS 12 and STAT1 activator 95.
For Cc1nc(=O)cc(-c2ccccc2)n1-c1ccccc1 the results were APP 5UTR inh 4, G6PDH counter 4, STAT1 inh -4, TLR4-MyD88 BLA -1, STAT3 inh -2, STAT3 act 103, Hsp70 act 0.0, Diaph act CS 0.9, Diaph inh CS 10 and STAT1 activator 103.
For CCN(CC)P(=O)(Nc1ccc(C)cc1Br)c1ccc(N(C)C)cc1NC(=O)c1ccco1 (configuration not stated) the results were APP 5UTR inh -8, G6PDH counter 10, STAT1 inh -4, TLR4-MyD88 BLA 11, STAT3 inh -58, STAT3 act 150*, Hsp70 act -0.6, Diaph act CS 0.7, Diaph inh CS 32 and STAT1 activator 103.
For CC(C)C(c1nnnn1C1CCCC1)N1CCC(C(N)=O)CC1 (configuration not stated) the results were APP 5UTR inh 15, G6PDH counter 10, STAT1 inh -1, TLR4-MyD88 BLA -8, STAT3 inh 4, STAT3 act 98, Hsp70 act -0.2, Diaph act CS 0.7, Diaph inh CS 27 and STAT1 activator 100.

2 records drawn at random from those above:
For COCCn1c(Cc2ccccc2)nnc1SCC(=O)NC(C)C the results were APP 5UTR inh -8, G6PDH counter 5, STAT1 inh 9, TLR4-MyD88 BLA 1, STAT3 inh -4, STAT3 act 105, Hsp70 act 0.1, Diaph act CS 0.9, Diaph inh CS 12 and STAT1 activator 92.
For CCN(CC)P(=O)(Nc1ccc(C)cc1Br)c1ccc(N(C)C)cc1NC(=O)c1ccco1 (configuration not stated) the results were APP 5UTR inh -8, G6PDH counter 10, STAT1 inh -4, TLR4-MyD88 BLA 11, STAT3 inh -58, STAT3 act 150*, Hsp70 act -0.6, Diaph act CS 0.7, Diaph inh CS 32 and STAT1 activator 103.

New compounds follow:
`Cn1cc(Br)c(C(=O)NNC(=O)c2ccccc2)n1` gave APP 5UTR inh -10, G6PDH counter -6, STAT1 inh -6, TLR4-MyD88 BLA 2, STAT3 inh -1, STAT3 act 99, Hsp70 act -0.2, Diaph act CS 0.9, Diaph inh CS 11 and STAT1 activator 108.
For Cc1cccc(C)c1NC(=O)CCCSc1nnc(-c2ccc(Cl)cc2)n1-c1ccccc1 the results were APP 5UTR inh 19, G6PDH counter -25, STAT1 inh -2, TLR4-MyD88 BLA 2, STAT3 inh 2, STAT3 act 99, Hsp70 act -0.3, Diaph act CS 0.8, Diaph inh CS 19 and STAT1 activator 102.
Screening CCOc1cccc(CN2CCN(Cc3ccc(C)o3)C(CCO)C2)c1O (configuration not stated) returned APP 5UTR inh -15, G6PDH counter 13, STAT1 inh 1, TLR4-MyD88 BLA -5, STAT3 inh -6, STAT3 act 109, Hsp70 act 0.6, Diaph act CS 0.9, Diaph inh CS 6 and STAT1 activator 98.
For CN(CCO)C(=O)c1cccc2c1-c1ccccc1C2=O the results were APP 5UTR inh -14, G6PDH counter 1, STAT1 inh -4, TLR4-MyD88 BLA 4, STAT3 inh -30, STAT3 act 131, Hsp70 act -0.1, Diaph act CS 0.8, Diaph inh CS 21 and STAT1 activator 104.
For COCCn1c(-c2ccccc2F)n[nH]c1=S the results were APP 5UTR inh -9, G6PDH counter 13, STAT1 inh 5, TLR4-MyD88 BLA 0, STAT3 inh 6, STAT3 act 98, Hsp70 act -0.2, Diaph act CS 1.1, Diaph inh CS -5 and STAT1 activator 95.
For CC(C)N(Cc1ccccc1)C(=O)CCc1ccccc1 the results were APP 5UTR inh -14, G6PDH counter 9, STAT1 inh 4, TLR4-MyD88 BLA 10, STAT3 inh -3, STAT3 act 106, Hsp70 act 0.0, Diaph act CS 1.2, Diaph inh CS -17 and STAT1 activator 95.
Screening O=c1[nH]c2ccccc2cc1CN(c1ccccc1)S(=O)(=O)c1ccccc1 returned APP 5UTR inh -1, G6PDH counter 2, STAT1 inh 2, TLR4-MyD88 BLA 3, STAT3 inh 3, STAT3 act 98, Hsp70 act -0.4, Diaph act CS 0.9, Diaph inh CS 7 and STAT1 activator 98.
`O=C(NCCCN1CCOCC1)NC12CC3CC(CC(C3)C1)C2` gave APP 5UTR inh 1, G6PDH counter 7, STAT1 inh -5, TLR4-MyD88 BLA 2, STAT3 inh -5, STAT3 act 110, Hsp70 act -0.3, Diaph act CS 0.9, Diaph inh CS 10 and STAT1 activator 105.
For COC(=O)c1c(NC(=O)COC(=O)c2ccc(O)cc2)sc2c1CCCCC2 the results were APP 5UTR inh 22, G6PDH counter -43, STAT1 inh -2, TLR4-MyD88 BLA 3, STAT3 inh -2, STAT3 act 98, Hsp70 act -0.2, Diaph act CS 0.8, Diaph inh CS 19 and STAT1 activator 101.
For COc1ccc(CCNC(=O)CCCCCN2C(=O)c3ccccc3C2=O)cc1OC the results were APP 5UTR inh -11, G6PDH counter 4, STAT1 inh 11, TLR4-MyD88 BLA -13, STAT3 inh 3, STAT3 act 96, Hsp70 act -0.2, Diaph act CS 0.6, Diaph inh CS 35 and STAT1 activator 90.
For Cc1ccc(N=c2sc(C)c(C)n2C)cc1 the results were APP 5UTR inh -46, G6PDH counter 0, STAT1 inh -38, TLR4-MyD88 BLA 0, STAT3 inh 3, STAT3 act 101, Hsp70 act 0.1, Diaph act CS 1.1, Diaph inh CS -6 and STAT1 activator 133*.
For CCOC(=O)c1ccccc1N1C(=O)C2Sc3[nH]c(=O)sc3C(/C=C/c3ccccc3)C2C1=O (configuration not stated) the results were APP 5UTR inh -1, G6PDH counter 13, STAT1 inh -16, TLR4-MyD88 BLA 0, STAT3 inh -9, STAT3 act 109, Hsp70 act 0.4, Diaph act CS 0.9, Diaph inh CS 14 and STAT1 activator 114.
CCOc1ccc(NCCC(=O)c2ccc3c(c2)OCO3)cc1 was read as APP 5UTR inh -8, G6PDH counter 1, STAT1 inh -9, TLR4-MyD88 BLA -3, STAT3 inh 0, STAT3 act 101, Hsp70 act 0.0, Diaph act CS 0.9, Diaph inh CS 15 and STAT1 activator 108.
O=C(Cc1ccccc1)c1c[nH]c(C(=O)NCc2ccncc2)c1 was read as APP 5UTR inh 12, G6PDH counter 2, STAT1 inh 1, TLR4-MyD88 BLA -2, STAT3 inh -5, STAT3 act 105, Hsp70 act -0.1, Diaph act CS 1, Diaph inh CS -2 and STAT1 activator 98.
Screening COc1ccc(/C=N/N2C(=O)C3C4C=CC(CC4)C3C2=O)c(OC)c1 (configuration not stated) returned APP 5UTR inh -15, G6PDH counter 2, STAT1 inh -16, TLR4-MyD88 BLA -1, STAT3 inh 2, STAT3 act 102, Hsp70 act -0.1, Diaph act CS 0.9, Diaph inh CS 8 and STAT1 activator 115.
For COC(=O)NNC(=O)COc1cc(C)ccc1C the results were APP 5UTR inh 16, G6PDH counter 7, STAT1 inh -7, TLR4-MyD88 BLA -16, STAT3 inh -5, STAT3 act 108, Hsp70 act -0.3, Diaph act CS 0.9, Diaph inh CS 7 and STAT1 activator 106.
For O=C(CSc1nc2ccccc2o1)NCCOc1ccccc1 the results were APP 5UTR inh -15, G6PDH counter -4, STAT1 inh 0, TLR4-MyD88 BLA -1, STAT3 inh 2, STAT3 act 100, Hsp70 act -0.3, Diaph act CS 0.8, Diaph inh CS 24 and STAT1 activator 100.
For O=C(Cc1ccc(-n2c(=S)[nH]c3ccccc3c2=O)cc1)N1CCC(N2CCCCC2)CC1 the results were APP 5UTR inh 3, G6PDH counter 2, STAT1 inh 8, TLR4-MyD88 BLA 19, STAT3 inh 2, STAT3 act 102, Hsp70 act -0.1, Diaph act CS 0.7, Diaph inh CS 32 and STAT1 activator 93.
